# TexasRed autofl: compounds fluorescent in Texas Red spectral region; Compound fluorescence, Texas Red channel, 547/618 nm; active compounds read high; max dye-equivalent concentration, M; actives 0.06% (n = 59,000); AID 587; in the data active means max dye-equivalent concentration above about 10 nM; inconclusive means between about 1.1 nM and that limit
#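 Spectral interference profiling: each compound concentration's relative fluorescence, read with a 547 nm excitation and 618 nm emission filter pair, was normalized to a per-plate Texas Red standard curve.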
# Tau filament bind: binders of human tau filaments. P10636. recombinant tau filaments, thioflavin S fluorescence, 15 h; filaments grown with octadecylsulfate alongside compound. Potency, µM (titrated, usually from 57.1 µM), for inactives: at the highest dose activity change, negative = inhibition. actives 2% (n = 71,000);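 further: potency means the concentration at half of the fitted maximal effect; on the % scale 0 is the no-effect control and ±100 the full control effect; actives lower thioflavin S fluorescence by blocking filaments or displacing dye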
#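 Tau 2 uM in ThS buffer dispensed; compound added; 60 uM ODS added (finals 1 uM tau, 30 uM ODS); 15 h 37 C; fluor ex450/em510.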
# Fluorescein autfl: compound fluoresces in the fluorescein spectral region | Compound autofluorescence, 480/540 nm, fluorescein-equivalent; active compounds read high | max fluorescein-equivalent concentration, M | actives 0.91% (n = 59,000) | AID 593; in the data active means max fluorescein-equivalent concentration above about 10 nM; inconclusive means between about 1.1 nM and that limit
#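 In this qHTS profile, compound fluorescence was measured with a 480 nm/540 nm filter pair following a 15-min room-temperature incubation in 100 mM Tris (pH 8.0). A six-point fluorescein series on each plate served for normalization.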
# HEK293 cAMP cs: raises cAMP in parental HEK293 cells, TSHR agonist counter-screen. parental HEK293 CNG cAMP sensor, membrane potential fluorescence. Potency, µM (top dose mostly 57.1 µM), for the others: top-dose activation, actives largely listed as activators. actives 2.5% (n = 73,000); further: potency means the concentration at half of the fitted maximal effect; % of control where 0% means no effect; nearly all actives have a fitted effect of over 55% in size
#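 Counterscreen for endogenous-receptor signalling: CNG-channel HEK 293 cells report cAMP rise by membrane depolarization. After 60 min dye equilibration with 100 uM RO 20-1724, compounds incubated 30 min before bottom-read fluorescence at 590 nm.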
# Rhodamine autofl: rhodamine region autofluorescence; Rhodamine-region fluorescence, 547/598 nm, Tris buffer; active compounds read high; max dye-equivalent concentration, M; actives 0.05% (n = 59,000); AID 594; in the data active means max dye-equivalent concentration above about 11 nM; inconclusive means between about 1.1 nM and that limit
#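 A six-point rhodamine series on each plate calibrates the signal. Compounds sit in 100 mM Tris (pH 8.0) for 15 min at ambient temperature before imaging through 547 nm/598 nm filters.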
# Caspase-1 inhib: allosteric or competitive inhibitors of human caspase-1; P29466; Caspase-1 enzyme, Ac-WEHD-AFC fluorogenic rate; Potency, µM (highest dose often 57.5 µM), for inactives: top-dose activity change, negative = inhibition, hits mostly inhibitors; actives 0.03% (n = 75,000); AID 900;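 further: potency means the concentration at half of the fitted maximal effect; plate controls were vehicle for no effect and no substrate for full effect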
# Target sequence (P29466 120-297 limits assumed): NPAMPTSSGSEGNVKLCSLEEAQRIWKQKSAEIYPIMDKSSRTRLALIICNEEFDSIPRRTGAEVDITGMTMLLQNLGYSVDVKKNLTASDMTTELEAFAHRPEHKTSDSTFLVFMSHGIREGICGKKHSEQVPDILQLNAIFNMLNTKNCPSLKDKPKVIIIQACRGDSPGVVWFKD
# Target sequence (P29466 317-404 limits assumed): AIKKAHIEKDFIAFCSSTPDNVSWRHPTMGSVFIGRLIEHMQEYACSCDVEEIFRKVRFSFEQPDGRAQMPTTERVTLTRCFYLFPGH
# Luciferase inh: inhibitors of firefly luciferase | actives 2.2% (n = 72,000) | AID 411 | purified firefly luciferase, luminescence, 8 min | Potency, µM (series often up to 57.1 µM), without a hit: at the highest dose activity change, negative = inhibition, actives largely listed as inhibitors | P08659; further: potency means the concentration at half of the fitted maximal effect; on the % scale 0 is the no-effect control and ±100 the full control effect; nearly all actives have a fitted effect of over 40% in size
# Target sequence (P08659 whole entry, looked up): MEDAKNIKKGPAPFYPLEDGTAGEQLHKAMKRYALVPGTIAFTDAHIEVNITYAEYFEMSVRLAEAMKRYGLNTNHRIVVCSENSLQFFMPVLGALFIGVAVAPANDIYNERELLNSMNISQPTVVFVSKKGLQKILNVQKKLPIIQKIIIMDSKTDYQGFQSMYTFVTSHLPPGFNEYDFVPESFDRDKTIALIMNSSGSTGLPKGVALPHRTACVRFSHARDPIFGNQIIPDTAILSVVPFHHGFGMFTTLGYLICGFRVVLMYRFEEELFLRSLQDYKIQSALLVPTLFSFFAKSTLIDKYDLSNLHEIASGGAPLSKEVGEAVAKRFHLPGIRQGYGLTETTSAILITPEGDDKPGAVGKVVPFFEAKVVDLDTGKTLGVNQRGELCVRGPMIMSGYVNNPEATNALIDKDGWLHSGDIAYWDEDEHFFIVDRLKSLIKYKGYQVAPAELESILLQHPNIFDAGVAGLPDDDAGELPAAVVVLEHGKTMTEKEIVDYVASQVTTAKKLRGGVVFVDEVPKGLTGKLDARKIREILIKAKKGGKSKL
#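 Compounds were tested as concentration series (qHTS) against purified P. pyralis luciferase with luciferin and 10 uM ATP in 50 mM imidazole pH 7.2, 50 mM KCl, 7 mM MgCl2, 0.01% Tween 20, 0.05% BSA. Luminescence was read after 8 min at ambient temperature.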
# USP2a inhib: inhibitors of human ubiquitin-specific protease USP2a; O75604; USP2a enzymatic assay, qHTS inhibition; Potency, µM (series often up to 38.3 µM), without a hit: at the top dose activity change, negative = inhibition, usual class: inhibitors; actives 0.1% (n = 60,000); AID 927;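 further: potency means the concentration at half of the fitted maximal effect; nearly all actives have a fitted effect of over 60% in size; plate controls were DMSO for no effect and NEM full inhibition control for full effect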
#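 USP2 core (20nM final) preincubated 30 min RT with compound, then Ub-PLA2 20nM and NBD C6-HPC 20uM final added; buffer 20mM Tris-HCl pH 8.0, 2mM CaCl2. Fluorescence Ex 460/Em 535 read at 0 and 2.5 h; normalized to NEM.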
# HADH2 inh: blocks human hydroxyacyl-CoA dehydrogenase type II; actives 3.4% (n = 73,000); Q99714; AID 886; recombinant HADH2, NADH fluorescence, beta-hydroxybutyryl-CoA; Potency, µM (series often up to 57.1 µM), without a hit: top-dose activity change, negative = inhibition, usual class: inhibitors; further: potency means the concentration at half of the fitted maximal effect; on the % scale 0 is the no-effect control and ±100 the full control effect; nearly all actives have a fitted effect of over 60% in size; many of its hits are not listed in these tables
# Target sequence (Q99714 whole entry, looked up, one chain of several): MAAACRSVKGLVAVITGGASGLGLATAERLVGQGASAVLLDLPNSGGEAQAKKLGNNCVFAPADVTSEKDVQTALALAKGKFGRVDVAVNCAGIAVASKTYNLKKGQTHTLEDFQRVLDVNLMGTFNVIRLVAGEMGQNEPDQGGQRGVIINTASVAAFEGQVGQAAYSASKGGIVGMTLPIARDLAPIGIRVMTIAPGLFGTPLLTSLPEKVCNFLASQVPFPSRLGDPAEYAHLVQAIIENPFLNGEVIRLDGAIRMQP
#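 NADH fluorescence (ex 360/em 450 nm) read every 30 s for 4 min; activity taken as last-minus-first time point difference. Enzyme 20 nM, NAD+ 1 mM, beta-hydroxybutyryl-CoA 90 uM, pH 9.0 Tris buffer.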
# ERK AVP inh: blocks ERK signaling stimulated by vasopressin | HEK293-V1b, vasopressin-stimulated pERK AlphaScreen | Potency, µM (highest dose often 57.5 µM), for inactives: top-dose activity, negative = inhibition, actives largely listed as inhibitors | actives 0.99% (n = 72,000); further: potency means the concentration at half of the fitted maximal effect; on the % scale 0 is the no-effect control and ±100 the full control effect; nearly all actives have a fitted effect of over 55% in size
#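 Overnight-seeded V1b-HEK293 cells in 1% FBS got compound, then vasopressin (25 nM final, 5 min, 37C), then lysis buffer. AlphaScreen detection of phospho-ERK; activity normalized to basal and full-stimulation controls.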
# Casp7 inh: blocks human caspase-7 allosterically or competitively. recombinant caspase-7, Ac-DEVD-AFC fluorescence rate. Potency, µM (titrated, usually from 57.5 µM), inactives show at the top dose activity change, negative = inhibition, actives largely listed as inhibitors. actives 0.02% (n = 75,000). P55210. AID 889; active means well fitted inhibition curve with a large enough effect in the main read-out, with a control signal flat, not every such curve was filed as active; inconclusive means small, poorly fitted or top-dose-only effect, or a change in a side signal; further: potency means the concentration at half of the fitted maximal effect; % of control where 0% means no effect
# Starred values were filed as active, the others as inactive; i = inactive; ? = inconclusive; . = not tested or not shown; [ ] = another dose, or the depositor's remark. Unless noted, the call rests on the fitted dose curve; in most records, active means well fitted curve in the direction sought with a large enough effect; inconclusive means small, poorly fitted or top-dose-only effect, or another doubt; inactive means no such curve, though single readings can be large; an effect the other way counts as inactive or inconclusive. The list is partial, so the mix of outcomes need not match the whole.
1) Cc1cc2ccccc2c(=O)n1CC(=O)NCC(=O)N(C)Cc1ccccc1
2) CCOc1ccc(S(=O)(=O)N(C)c2ccc(OCC(=O)OCc3c(C)noc3C)cc2)cc1
3) CCN(CC)c1ccc(NC(=O)C2CCCN(S(=O)(=O)c3cccnc3)C2)c(C)c1 (configuration not stated)
4) Clc1ccc2c(c1)CNc1c(ncnc1N1CCOCC1)O2
5) CCOc1ccccc1-c1cc(-c2ccc(OC)cc2)nc2c1c(=O)n(C)c(=O)n2C
6) CCCc1cc(=O)[nH]c(NCc2ccc(Cl)cc2)n1

assay / entry,1,2,3,4,5,6
TexasRed autofl,i,?,.,?,i,?
Tau filament bind,5%,4%,-10%,-3%,2%,-11%
Fluorescein autfl,i,i,.,i,i,?
HEK293 cAMP cs,16%,12%,?,0%,?,2%
Rhodamine autofl,i,i,.,i,i,i
Caspase-1 inhib,-1%,2%,0%,-1%,-4%,0%
Luciferase inh,2%,1%,1%,-2%,1%,2%
USP2a inhib,5%,4%,.,-3%,0%,13%
HADH2 inh,5%,-11%,-15%,-6%,22%,6%
ERK AVP inh,47%[activator],6%,-15%,-23%,3%,-24%
Casp7 inh,-5%,-3%,-3%,0%,-2%,-3%

7) COc1ccc(C)cc1NC(=O)c1ccc(NC(=O)CC2SC(N3CCCC3)=NC2=O)cc1 (configuration not stated)
8) Cn1c(=O)c2c(nc(Br)n2Cc2c(F)cccc2Cl)n(C)c1=O
9) Brc1ccc(-c2nnc3sc(CNCc4ccc5c(c4)OCO5)cn23)cc1
10) CCN(CC)S(=O)(=O)c1ccc(-c2nnc(SCc3nnc(-c4ccccc4)o3)o2)cc1
11) CC(C)CC(c1nnnn1Cc1ccccc1)N1CCN(C(=O)c2ccco2)CC1 (configuration not stated)
12) COc1cc2nc(SCC(=O)NC3CC3)n(CCC3=CCCCC3)c(=O)c2cc1OC

assay / entry,7,8,9,10,11,12
TexasRed autofl,i,i,.,i,i,i
Tau filament bind,-9%,-16%,220%,6%,4%,-16%
Fluorescein autfl,i,?,.,?,i,i
HEK293 cAMP cs,19%,16%,4%,?,27%,2%
Rhodamine autofl,i,i,.,i,i,i
Caspase-1 inhib,3%,0%,-1%,1%,-2%,-1%
Luciferase inh,3%,-3%,4%,-27%,4%,-1%
USP2a inhib,27%,4%,.,5%,7%,-1%
HADH2 inh,32%[activator],6%,2%,2%,5%,-2%
ERK AVP inh,-14%,11%,-8%,17%,1%,2%
Casp7 inh,-2%,-1%,1%,-4%,0%,-1%

13) Cc1cc(N2C(=O)C3C4C=CC(C4)C3C2=O)no1 (configuration not stated)
14) O=C(NCCc1ccccc1)C1CCN(S(=O)(=O)c2cccc3nonc23)CC1
15) CCOC(=O)c1c(NC(=O)CN2CCN(c3ccccn3)CC2)sc2c1CCCC2
16) O=C(c1cnccn1)N(c1ccccc1)C1(C(=O)NC2CCCCC2)CCCCC1
17) Cc1ccc(CCCC(=O)O)cc1C
18) CN(C)c1ccc(NC(=S)c2ccccn2)cc1

assay / entry,13,14,15,16,17,18
TexasRed autofl,i,i,i,i,i,.
Tau filament bind,-5%,?,-2%,6%,4%[11.4 µM],5µM*
Fluorescein autfl,i,i,i,i,?,.
HEK293 cAMP cs,4%,15%,12%,11%,26%[11.4 µM],-15%
Rhodamine autofl,i,i,i,i,i,.
Caspase-1 inhib,-8%,-3%,0%,-1%,-1%[11.5 µM],-1%
Luciferase inh,2%,2%,-1%,-1%,1%[11.4 µM],0.79µM*
USP2a inhib,-4%,4%,11%,13%,.,-10%
HADH2 inh,1%,8%,?,6%,-2%[11.4 µM],?
ERK AVP inh,5%,-1%,3%,-6%,-18%[11.5 µM],16µM*
Casp7 inh,1%,-1%,-2%,-1%,0%[11.5 µM],-3%

19) CC(=O)Nc1ccc(S(=O)(=O)N(C)CC(=O)Nc2ccccc2N2CCOCC2)cc1
20) Cc1ccc(-n2nc(C(=O)NCc3ccco3)c3c4ccccc4n(C)c3c2=O)cc1
21) CSc1nnc(Cn2c(=O)sc3ccccc32)n1-c1ccccc1
22) CC1=C(C(N)=O)C(c2ccccc2)n2nc(-c3cccc(C)c3)nc2N1 (configuration not stated)
23) CCOC(=O)CSC1=C(C#N)C(c2ccccc2OCC)C(C#N)C(=O)N1 (configuration not stated)
24) COc1ccc2c(-c3ccccc3)cc3nnnn3c2c1

assay / entry,19,20,21,22,23,24
TexasRed autofl,i,i,.,.,?,i
Tau filament bind,78%,308%,0%,4%,1%,12%
Fluorescein autfl,i,?,.,.,i,i
HEK293 cAMP cs,0%,4µM*,5%,4%,?,?
Rhodamine autofl,i,i,.,.,i,i
Caspase-1 inhib,-2%,4%,0%,2%,0%,1%
Luciferase inh,1%,0%,0%,1%,-1%,0%
USP2a inhib,-6%,37%[activator],.,.,2%,5%
HADH2 inh,30%,?,-10%,5%,-9%,-6%
ERK AVP inh,-22%,-9%,-16%,3%,-12%,-3%
Casp7 inh,.,6%,-2%,-1%,1%,-1%

25) O=C(C1Cc2ccccc2CN1S(=O)(=O)c1ccc(F)cc1)N1CCCCCC1 (configuration not stated)
26) C#CCCCO/N=C1/C[C@@H](O)[C@@H](O)[C@@H]2[C@@H]3C(=O)N(CC)C(=O)[C@H]3CC[C@H]12
27) O=C(N1CCN(CCO)CC1)N1c2ccccc2C=Cc2ccccc21
28) O=C1CC(C(=O)Nc2ccccc2)C2(CCCC2)O1 (configuration not stated)
29) CC(C)(C)C(=O)OCOC(=O)[C@@H]1N2C(=O)[C@@H](NC(=O)[C@H](N)c3ccccc3)[C@H]2SC1(C)C
30) COCCn1c(=O)c(-c2ccccc2)nc2cnc(Oc3cccc(Cl)c3)nc21

assay / entry,25,26,27,28,29,30
TexasRed autofl,i,.,i,i,i,i
Tau filament bind,1%,.,-1%,-6%,-5%[25.6 µM],-28%
Fluorescein autfl,i,.,i,i,?,i
HEK293 cAMP cs,?,5%[11.4 µM],2%,11%,-1%[25.6 µM],4%
Rhodamine autofl,i,.,i,i,i,i
Caspase-1 inhib,0%,3%[11.5 µM],-2%,0%,-1%[25.7 µM],?
Luciferase inh,0%,2%[11.4 µM],-1%,-2%,-4%[25.5 µM],0%[11.4 µM]
USP2a inhib,6%,.,11%,2%,59%[activator][17.1 µM],42%[activator]
HADH2 inh,6%,0%[11.4 µM],15%,8%,9%[25.6 µM],-13%
ERK AVP inh,-11%,29%[11.5 µM],0%,15%,1%[25.7 µM],-19%
Casp7 inh,1%,-2%[11.5 µM],1%,0%,0%[25.7 µM],-29%

# 4 compounds already listed, ordered by length of the SMILES, ascending.
24) COc1ccc2c(-c3ccccc3)cc3nnnn3c2c1
28) O=C1CC(C(=O)Nc2ccccc2)C2(CCCC2)O1 (configuration not stated)
30) COCCn1c(=O)c(-c2ccccc2)nc2cnc(Oc3cccc(Cl)c3)nc21
29) CC(C)(C)C(=O)OCOC(=O)[C@@H]1N2C(=O)[C@@H](NC(=O)[C@H](N)c3ccccc3)[C@H]2SC1(C)C

assay / entry,24,28,30,29
TexasRed autofl,i,i,i,i
Tau filament bind,12%,-6%,-28%,-5%[25.6 µM]
Fluorescein autfl,i,i,i,?
HEK293 cAMP cs,?,11%,4%,-1%[25.6 µM]
Rhodamine autofl,i,i,i,i
Caspase-1 inhib,1%,0%,?,-1%[25.7 µM]
Luciferase inh,0%,-2%,0%[11.4 µM],-4%[25.5 µM]
USP2a inhib,5%,2%,42%[activator],59%[activator][17.1 µM]
HADH2 inh,-6%,8%,-13%,9%[25.6 µM]
ERK AVP inh,-3%,15%,-19%,1%[25.7 µM]
Casp7 inh,-1%,0%,-29%,0%[25.7 µM]

# The list goes on.
31) CCOc1ccc(CCNC(=O)C2CCN(c3nn4c(=O)cc(C)nc4s3)CC2)cc1
32) CCOc1ccccc1C1CC(=O)NC(SCC)=C1C#N (configuration not stated)
33) CC(C)[C@H](NC(=O)NCCc1ccc(F)cc1)C(=O)O
34) CCOc1ccc(NC(=O)C2CC(=O)N(C(C)C)C2)cc1 (configuration not stated)
35) N#Cc1cccc(-c2nc(NCc3ccccc3)c3ccccc3n2)c1
36) Cc1cc(OCC(=O)NCCN2CCOCC2)cc(C)c1Br

assay / entry,31,32,33,34,35,36
TexasRed autofl,i,i,i,?,i,.
Tau filament bind,-10%,-9%,-5%,-19%,2%,-11%
Fluorescein autfl,?,?,i,i,?,.
HEK293 cAMP cs,4%,6%,17%,3%,7%,0%
Rhodamine autofl,i,i,i,i,i,.
Caspase-1 inhib,0%,-2%,-1%,0%,-4%,-2%
Luciferase inh,0%,1%,5%,3%,0%[2.29 µM],1%
USP2a inhib,28%,-3%,0%,-1%,-54%,5%
HADH2 inh,2%,8%,-1%,-7%,4%,-1%
ERK AVP inh,?,-19%,-17%,-11%,20µM*,-12%
Casp7 inh,-2%,0%,-4%,-2%,-4%,-2%

# Bioassay records: PubChem BioAssay, National Center for Advancing Translational Sciences (NCATS)
